Screens deposited in PubChem BioAssay by National Center for Advancing Translational Sciences (NCATS).
Lipid storage S3 – qHTS Assay for Lipid Storage Modulators in Drosophila S3 Cells; actives 0.64% (n = 320,000); Drosophila S3 cells, BODIPY lipid droplet fluorescence, 18-24 h; cells fed with added oleic acid; lipid storage change, negative = inhibition, % at the top dose, mostly 46.1 µM; hits show Potency in µM; active = well fitted inhibition curve with a large enough effect in the signal ratio, with a control signal flat, not every such curve was filed as active; inconclusive = small, poorly fitted or top-dose-only effect, or effect the other way, or a change in a side signal; the % refers to the signal ratio
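Laser-scanning cytometry quantifies lipid droplet accumulation (500–530 nm total intensity; droplet/cell object ratio) in oleic acid-fed (400 uM added) Drosophila S3 cells treated with a concentration series. 20 uM Triacsin C defined 100% inhibition.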
Lipid storage S3 cell count max – second read-out of Lipid storage S3, no call of its own (marks repeat the call); cell number change, %; measured here: cell count max response;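 cells counted by Cell Tracker Red CMTPX staining in the red channel; peak over a dose series mostly up to 46.1 µM; percent activity relative to internal control wells on each plate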
* hit, by the source's call; i = inactive; ? = inconclusive; nt = not tested or not shown; [ ] = remark or other dose. % is set by controls: 0 for no effect and ±100 for the full control effect; potency is the fitted concentration of half-maximal effect.

Values run as follows: Lipid storage S3 | Lipid storage S3 cell count max
CCN(CCCCN1C(=O)c2ccccc2C1=O)c1ccc2c(c1)C(=O)N(C)C2=O
    ? | nt
CCc1c(C)c(C#N)c2nc3ccccc3n2c1NCc1ccccn1
    -5% | 9
COc1ccc(NC(=O)c2ccc(CN(c3cc(Cl)ccc3C)S(=O)(=O)c3ccccc3)cc2)cc1OC
    ? | nt
O=C(NC(=S)Nc1ccc(S(=O)(=O)NC2CCCCC2)cc1)c1cccs1
    -17% | 16
COc1ccc(-c2ocnc2C(=O)Nc2ccc(N3CCOCC3)cc2N2CCOCC2)cc1OC
    ? | nt
COc1ccc(-n2cc(-c3ccccc3)nc2SC)cc1
    22% | 0
CC1(CC(=O)O)SC(=O)NC1=O (configuration not stated)
    -1% | -9
COCCNC(=S)N/N=C(\C)c1ccc(C)c([N+](=O)[O-])c1
    ? | nt
Cc1ccc2c(c1)-c1cc(C)nn1C(c1sccc1C)N2 (configuration not stated)
    ? | nt
O=C(N/N=C/c1cc2c(cc1Br)OCO2)c1ccccn1
    8% | 21
Cn1cccc1Cc1nnc(SCC(=O)N2CCCCCC2)n1CCc1ccccc1
    ? | nt
Cc1cc(C)c2nc(NC(=O)c3ccco3)sc2c1
    ? | nt
CN1CCN(C2=Cc3ccc(Cl)cc3Sc3ccc(F)cc32)CC1
    ? | nt
COc1ccc(C(C)=O)cc1CC(=O)Nc1ccc2c(c1)CCC2
    ? | nt
C=CCOc1ccc(Br)cc1CNC(C)(C)CO
    ? | nt
Cc1ccc2c(c1)sc1nc(=O)n(-c3ccc(Cl)c(Cl)c3)c(=O)n12
    -13% | -8
COc1ccc(/C=C(/C(=O)Nc2ccccc2C(=O)NC(C)C)c2ccccc2)cc1
    -15% | -10
CCCCCSc1nnc2c(n1)OC(c1cccn1C)N(C(C)=O)c1ccccc1-2 (configuration not stated)
    -6% | 11
CC(=O)C1=C(C)NC2=C(C(=O)c3ccccc32)C1c1ccccc1 (configuration not stated)
    ? | nt
CCN(Cc1ccccc1)C(=O)CCCOc1ccccc1
    9% | -14
CC1CCc2c(sc3ncnc(SC(C)C(=O)NCC4CCCO4)c23)C1 (configuration not stated)
    ? | nt
CCOC(=O)c1sc2nc(SC)nc(-c3ccccc3)c2c1N
    ? | nt
CCSc1nnc(NC(=O)[C@@H](NC(=O)c2cccc(C)c2)C(C)C)s1
    ? | nt
COc1ccc(Cl)cc1NC(=O)CCN1C(=O)NC(C)(C)C1=O
    i | nt
CCC(=O)Nc1c2c(nn1-c1ccc(C)cc1)CS(=O)(=O)C2
    ? | nt
Cc1nc2ccc([N+](=O)[O-])cc2c(=O)n1Cc1ccc(Cl)cc1
    ? | nt
COc1ccc2nc(CC(C)(C)CC(=O)O)c[n+]([O-])c2c1
    ? | nt
CCCCn1c(N)c(N(CCOC)C(=O)Cn2c(=O)oc3ccccc32)c(=O)[nH]c1=O
    ? | nt
COc1ccccc1-c1ccc(SCc2ccc([N+](=O)[O-])cc2)nn1
    ? | nt
COc1ccc(C)cc1NC(=O)Nc1cccc(C)c1
    -23% | 2
CC(C)(C)c1ccc(C(=O)NCC(=O)OCC(=O)N2CCCC2)cc1
    i | 2
C/C(=N/NS(=O)(=O)c1ccccc1)c1ccc(Cl)cc1
    -2% | -15
CCCCCn1c(NCc2ccco2)nc2ccccc21
    ? | nt
CC(=O)N1c2ccc(S(=O)(=O)N3CCC(C(=O)NC4CCCC(C)C4C)CC3)cc2CC1C (configuration not stated)
    i | -7
COc1ccc(Cl)cc1NC(=O)CSc1nc(N2CCCCC2)nc(N2CCCCC2)n1
    1% | -4
Cc1cc(C(=O)NCC2CCCCC2)ccc1[N+](=O)[O-]
    ? | nt
COc1ccc(C2=NN(C(=O)CSc3nc(=O)n4cc(C)ccc4n3)C(c3ccc(C)cc3)C2)cc1 (configuration not stated)
    ? | nt
COC(=O)C1=C(C)NC(=O)CC1c1cccc(Cl)c1Cl (configuration not stated)
    ? | nt
COc1cccc(CN2CCN(CCCc3ccccc3)C(CCO)C2)c1OC (configuration not stated)
    21% | 18
CN(Cc1ccccc1)S(=O)(=O)c1ccc(OCC(=O)N2CCOCC2)cc1
    -14% | -14
N#Cc1cc2c(nc1Cl)CCCC2
    ? | nt
CN1CCN(C(=O)c2c(NC(=O)c3ccco3)sc3c2CCC(C(C)(C)C)C3)CC1 (configuration not stated)
    ? | nt
O=C(Nc1nc2ccc(F)cc2s1)C1=COCCO1
    ? | nt
O=C(CS(=O)(=O)c1ccc(Cl)cc1)NCCS(=O)(=O)c1ccc(Cl)cc1
    ? | nt
O=C(NCCOc1ccc(F)cc1)C1CCC(=O)N(CC2CCCCC2)C1 (configuration not stated)
    ? | nt
CC(C)=CC(=O)OCC(=O)NC1CCCc2ccccc21 (configuration not stated)
    ? | nt
Cc1cc(C(=O)O)cc(S(=O)(=O)Nc2ccccc2C(=O)NC(C)c2ccccc2)c1C (configuration not stated)
    -14% | nt
CC(Oc1ccccc1F)C(=O)Nc1ccc2ccccc2c1 (configuration not stated)
    -4% | 14
CCOC(=O)Cn1c(=N)n(CCOc2ccc(Br)cc2)c2ccccc21
    -6% | -8
CCOC(=O)c1c(C)oc2c1c(C=NCC1CCCO1)c(O)c1ccccc12 (configuration not stated)
    10% | -14
CCCCOC(=O)C(C)Oc1ccc(=O)n(-c2ccccc2)n1 (configuration not stated)
    ? | nt
CC1CN(Cc2ccccc2)c2nc3c(c(=O)n(CC(=O)O)c(=O)n3C)n2C1 (configuration not stated)
    i | 9
CC(=O)Nc1ccc(NC(=O)CSc2nc(=O)n3cccc(C)c3n2)cc1
    ? | nt
Cc1ccc(S(=O)(=O)N(CC(=O)NCc2cccnc2)c2ccc(F)cc2)cc1
    ? | nt
CN(C)C(=O)CSc1ccccc1C(=O)OCC(=O)NC1CC1
    ? | nt
O=C(c1ccc2ccccc2c1)C1CCCN(S(=O)(=O)c2cccnc2)C1 (configuration not stated)
    -14% | 14
FC(F)(F)c1cccc(-n2cc(-c3ccccc3)[nH]c2=S)c1
    19% | 6
COc1cc(C)nc(Oc2ccc(=O)[nH]n2)n1
    ? | nt
Cc1cc(C)cc(NC(=O)N2CCN(C/C=C/c3ccccc3)CC2)c1
    -4% | 8
Cc1cccc(-c2nn(-c3ccccc3)cc2C(=O)NCC(c2cccs2)N2CCOCC2)c1 (configuration not stated)
    ? | nt

(cont.)
Values run as follows: Lipid storage S3 | Lipid storage S3 cell count max
COc1ccc(NC(=O)CCCCCN2C(=O)[C@@H]3Cc4ccccc4CN3C2=O)cc1Cl
    ? | nt
O=C(C[n+]1cn(C(F)F)c2ccccc21)c1ccc(Br)cc1
    ? | nt
CC(C)c1nc(SCC(=O)N2c3ccccc3CC2C)c2ccccc2n1 (configuration not stated)
    ? | nt
O=C(Nc1ccc(COc2ccccc2)cc1)c1cccc([N+](=O)[O-])c1
    -6% | -17
CCC(C)NC(=O)CSc1n[nH]c(=O)n1CCc1ccccc1 (configuration not stated)
    ? | nt
Cc1ccc(CCC(=O)Nc2ccc(N(C)C)cc2)o1
    i | 4
Cn1ncc(Cl)c(Oc2ccc(C(C)(C)C)cc2)c1=O
    2% | -33
O=C(CCCN1C(=O)/C(=C/c2ccccc2)SC1=S)Nc1ccccc1O
    ? | nt
O=C(CN1C(=O)NC2(CCc3ccccc32)C1=O)Nc1cccc(F)c1 (configuration not stated)
    -15%[0.0737 µM] | 7
COc1ccc(OCCCC(=O)Nc2ccc(N3CCOCC3)cc2)cc1
    ? | nt
O=C(OCc1ccc2c(c1)OCO2)c1ccc(S(=O)(=O)N2CCCC2)cc1
    ? | nt
Cc1ccc(F)cc1NC(=O)CN1CCN(Cc2ccccc2)CC1
    12% | 1
COCC(C)NCc1cccc([N+](=O)[O-])c1 (configuration not stated)
    -3% | 20
O=C(Nc1cccc(C(=O)N2CCN(c3cccc(Cl)c3)CC2)c1)c1ccccc1
    i | nt
O=C1CC(c2ccccc2)CCc2sccc2N1 (configuration not stated)
    -3% | nt
O=C(c1ccc([N+](=O)[O-])cc1Cl)N1CCN(c2ccccn2)CC1
    ? | nt
C#CCOc1ccc(/C=N/NC(=O)c2cccnc2)cc1OCC
    ? | nt
CCCc1noc(-c2ccc(-c3ccccc3)cc2)n1
    -3% | -10
Cc1ccc(C)c(NC2=C(Cl)C(=O)OC2OC(=O)c2ccco2)c1 (configuration not stated)
    ? | nt
Cc1ncc([N+](=O)[O-])n1CC(=O)N/N=C/c1ccccc1F
    ? | nt

Grouped by structure, the entries above with an NH in an aromatic ring (four)
Values run as follows: Lipid storage S3 | Lipid storage S3 cell count max
CCCCn1c(N)c(N(CCOC)C(=O)Cn2c(=O)oc3ccccc32)c(=O)[nH]c1=O
    ? | nt
FC(F)(F)c1cccc(-n2cc(-c3ccccc3)[nH]c2=S)c1
    19% | 6
COc1cc(C)nc(Oc2ccc(=O)[nH]n2)n1
    ? | nt
CCC(C)NC(=O)CSc1n[nH]c(=O)n1CCc1ccccc1 (configuration not stated)
    ? | nt

Carrying on.
Values run as follows: Lipid storage S3 | Lipid storage S3 cell count max
Cc1cc(C)nc(N2CCC(C(=O)NCC3CCCCC3)CC2)n1
    -28% | -20
Cc1ccc(C)c(NC(=O)C2C(c3ccccc3)C2(Cl)Cl)c1 (configuration not stated)
    i | -23
Cc1ccc(O)c(NC(=O)c2ccc3c(c2)C(=O)N(Cc2cccnc2)C3=O)c1
    6% | 11
Cc1nc(SCCC(=O)O)c2ccccc2n1
    ? | nt
Cc1ccc(C)c(NC(=O)CN(C)C(=O)CN2C(=O)C3CCCCC3C2=O)c1 (configuration not stated)
    ? | nt
NC(=O)C1CCN(c2nc(-c3ccc(Br)cc3)cs2)CC1
    -2% | 4
CC(C)(C)n1nnnc1C(c1cccs1)N(Cc1cccnc1)Cc1ccccc1Cl (configuration not stated)
    25% | nt
Cc1ccc(C)c(-n2c(N)c(C(N)=O)sc2=S)c1
    -4% | nt
O=C(O)c1cc(N2C(=O)C3C4C=CC(C4)C3C2=O)ccc1N1CCOCC1 (configuration not stated)
    -4% | 1
CC(=O)Nc1cccc(C(=O)NC(C)c2ccc(S(N)(=O)=O)cc2)c1 (configuration not stated)
    1.6µM* | 21*
Cc1ccc(NC(=O)CN2C(=O)N/C(=C/c3ccc(C)s3)C2=O)cc1
    -15% | 3
Cc1cc(C(=O)NC2CCC(C)CC2)c(C)o1 (configuration not stated)
    -15% | -8
Cc1ccc2cc(CN(CCN3CCOCC3)Cc3nnnn3Cc3ccco3)c(=O)[nH]c2c1C
    ? | nt
CCOc1ccccc1N1CC(C(=O)Nc2ccc(S(=O)(=O)N3CCCCC3)cc2)CC1=O (configuration not stated)
    10% | -18
Cc1ccc2cc(NC(=O)Cc3ccccc3)ccc2n1
    14% | -3
C1CC1Cc1noc(CN2CCN(C3C4CC5CC(C4)CC3C5)CC2)n1 (configuration not stated)
    ? | nt
CC1(c2ccccc2)NC(=O)N(CC(=O)NCCC2=CCCCC2)C1=O (configuration not stated)
    i | -18
COC(=O)C(C)Sc1ccc2nnc(-c3cccc(F)c3)n2n1 (configuration not stated)
    1% | -20
CCCC(=O)NCCc1cc2c(C)ccc(C)c2[nH]c1=O
    ? | nt
COCCn1cnc2c1c(=O)n(CC(=O)NC(=O)NC(C)(C)C)c(=O)n2Cc1ccccc1
    11% | 6
C#CCOCCOCCOCCNc1nc(N2CCN(C(=O)[C@H]([C@@H](C)CC)n3cc([C@@H](N)Cc4ccc(O)cc4)nn3)CC2)nc(N2CCN(C(=O)[C@H](CCCCN)n3cc([C@@H](N)CC(C)C)nn3)CC2)n1
    -15% | -14
COc1ccc(COC(=O)c2sc3nc4n(c(=O)c3c2C)CCC4)cc1
    i | nt
Cn1nc(C(F)(F)F)c(C(=O)Nc2ccc(F)cc2F)c1Sc1ccc(C(F)(F)F)cc1
    -3% | 5
COc1ccc(C(=O)N=c2sc3ccccc3n2C)cc1
    ? | nt
Cc1c(O)ccc(C(=O)CN2CCN(c3ccccc3)CC2)c1O
    0% | 13
O=C(NNC1=C(C(=O)C(F)(F)F)CCC1)c1ccncc1
    4% | 5
Cc1ccccc1SCCNC(=O)CCc1ccccc1
    ? | nt
COc1ccc(-n2c(C)nnc2SCC(=O)N2CCOCC2)cc1
    ? | nt
Cc1ccc(NC(=S)NCC2CCN(C(C)c3ccccc3)C2)cc1C (configuration not stated)
    -4% | nt
COCCNC(=O)Cn1c(=O)n(CCCC(=O)NCc2ccc3c(c2)OCO3)c(=O)c2sccc21
    i | 7
Oc1ccc(Cl)cc1C1=NNC(c2cc(Br)cc3c2OCOC3)C1 (configuration not stated)
    4% | 10
CC(=O)Nc1ccc(S(=O)(=O)NCCC(=O)Nc2ccc(C)c(F)c2)cc1
    -5% | 29
CCCc1nc2ccccc2n1CCOC
    ? | nt
O=c1cc(-c2ccccc2)oc2ccccc12
    ? | nt
Cc1ccccc1CSCC(=O)Nc1c(C)n(C)n(-c2ccccc2)c1=O
    ? | nt
Cc1cc2oc(=O)cc(CN3CCN(Cc4ccccc4)CC3)c2cc1Cl
    -23% | -3
O=C(N1CCOCC1)N1CCN(c2ccccc2)CC1
    ? | nt
CCOCCn1c(CN2CCC(Cc3ccccc3)CC2)nc2c1c(=O)n(C)c(=O)n2C
    ? | nt

An excerpt. The share of hits here may be higher or lower than overall.
